# Source: PubChem BioAssay (The Scripps Research Institute Molecular Screening Center)
# ASK1 inh – ASK1 kinase inhibitors, primary screen, biochemical, AlphaScreen; 22,000 tested, 0.99% active; Mitogen-activated protein kinase kinase kinase 5 (Homo sapiens), Q99683; inhibition, % at 7.44 µM; AlphaScreen MKK6 phosphorylation by ASK1, luminescence; in the data active = inhibition above about 35%;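 note: 0% = median of compound wells and 100% = no enzyme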
# ULK1 primary – ULK1 kinase inhibitors, primary screen, biochemical, AlphaScreen. 30,000 tested, 1.9% active. Serine/threonine-protein kinase ULK1 (Homo sapiens), O75385. AID 1259251, 2017. AlphaScreen Atg13 phosphorylation by ULK1, luminescence. inhibition, % at 5.96 µM; in the data active = inhibition above about 43%;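 note: 0% = median of compound wells and 100% = no enzyme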
# Target sequence (O75385 whole entry, looked up): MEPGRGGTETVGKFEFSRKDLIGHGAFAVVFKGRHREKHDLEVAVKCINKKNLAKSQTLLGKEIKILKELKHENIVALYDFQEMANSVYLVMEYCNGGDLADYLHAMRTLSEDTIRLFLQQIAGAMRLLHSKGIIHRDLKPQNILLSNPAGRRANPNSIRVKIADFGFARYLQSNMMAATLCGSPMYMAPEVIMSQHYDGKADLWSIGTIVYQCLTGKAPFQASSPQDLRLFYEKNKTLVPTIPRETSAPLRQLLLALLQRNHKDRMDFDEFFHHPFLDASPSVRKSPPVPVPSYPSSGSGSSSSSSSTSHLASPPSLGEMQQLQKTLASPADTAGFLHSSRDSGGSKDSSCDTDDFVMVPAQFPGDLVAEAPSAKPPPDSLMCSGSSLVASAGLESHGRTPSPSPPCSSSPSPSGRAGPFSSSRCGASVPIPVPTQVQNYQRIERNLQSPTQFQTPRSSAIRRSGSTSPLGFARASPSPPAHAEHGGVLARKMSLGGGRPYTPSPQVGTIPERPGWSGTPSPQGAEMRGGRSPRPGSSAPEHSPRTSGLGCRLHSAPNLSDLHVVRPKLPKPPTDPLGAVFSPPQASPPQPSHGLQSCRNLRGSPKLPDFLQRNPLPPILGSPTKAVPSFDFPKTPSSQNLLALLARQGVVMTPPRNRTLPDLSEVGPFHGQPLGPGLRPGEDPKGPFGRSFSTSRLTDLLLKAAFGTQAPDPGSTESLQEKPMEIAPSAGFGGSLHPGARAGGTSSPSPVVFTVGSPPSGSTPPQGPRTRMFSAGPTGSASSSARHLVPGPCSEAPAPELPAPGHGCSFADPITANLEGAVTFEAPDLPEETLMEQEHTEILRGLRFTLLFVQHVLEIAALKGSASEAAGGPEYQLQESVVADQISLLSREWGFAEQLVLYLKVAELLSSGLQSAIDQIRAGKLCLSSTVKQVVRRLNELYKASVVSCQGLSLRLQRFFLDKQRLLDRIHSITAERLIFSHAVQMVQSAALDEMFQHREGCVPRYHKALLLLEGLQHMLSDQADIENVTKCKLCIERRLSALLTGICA
# Active calls of the source: *; / = not tested or not shown; & = joins results of further samples.
ASK1 inh,ULK1 primary,canonical_smiles
15.9,20.4,CN(C)c1cccc(Nc2nc(NCCOc3ccccc3)c3ncn(Cc4ccc(C(F)(F)F)cc4)c3n2)c1
-6.0,7.5,Nc1cc(Oc2ccccc2)ncn1
/,-2.4,Cc1ccccc1NC(=S)Nc1cccnc1
/,-1.1,C=CCOc1ccccc1/C=C1\SC(N2CCOCC2)=NC1=O
-9.7,-23.4,COc1cc(NC(=O)c2cccc(-n3cc(NC(=O)CCc4cccc(C)c4)cn3)c2)cc(OC)c1OC
/,-1.6,CC(C)Oc1ccccc1/C=C1/SC(N2CCOCC2)=NC1=O
/,7.0,CCOc1ccc(-c2cc(=O)c3ccc(NC(=O)c4ccncc4)cc3o2)cc1
-16.9,5.1,O=C(Cc1cn(-c2ccc(N3CCC(N4CCOCC4)CC3)nn2)c2ccccc12)NC1CC1

# More records.
ASK1 inh,ULK1 primary,canonical_smiles
5.7,10.7,O=C(Cc1cn(-c2ccc(Oc3ccccc3)nn2)c2ccccc12)NCCOc1ccccc1
-9.6,8.2,c1ccc(CN2CCC(Nc3cc(Nc4cnccn4)ncn3)CC2)cc1
/,4.4,O=C(NCCN1CCCCC1)c1ccc(/C=N/O)nc1
10.2,11.8,O=C(NCc1ccccc1)c1ccc2nc(Nc3cccnc3)sc2c1
-14.2,-5.4,COc1ccc(-c2cccc(C(=O)NCc3cccc(C(F)(F)F)c3)n2)cc1
/,3.7,CO[C@@H]1[C@@H](O[C@@H]2O[C@H](C)[C@@H](O[C@H]3C[C@@](C)(O)[C@@H](O)[C@H](C)O3)[C@H](N(C)C)[C@H]2O)[C@@H](CC=O)C[C@@H](C)[C@@H](O[C@H]2CC[C@H](N(C)C)[C@@H](C)O2)/C=C/C=C/C[C@@H](C)OC(=O)C[C@H]1OC(C)=O
/,-0.8,CCOC(=O)c1c(C)cc2c(CO)n[nH]c(=O)c2c1C
-3.5,-22.5,O=C(Nc1ccc(-c2cn[nH]c2)cc1)NC(CCO)c1cccc(Cl)c1 (centres undefined)

# Other structures.
ASK1 inh,ULK1 primary,canonical_smiles
-1.1,3.4,COc1cc2nc(-c3ccc(N4CCOCC4)nc3)nc(NCCCN3CCCC3=O)c2cc1OC
-3.5,-1.4,CCN(CC)C(=O)C1CCCN(c2nc(Nc3ccc(NC(C)=O)cc3)nc(N(CC)CC)n2)C1 (centres undefined)
/,-11.9,Cc1ccc(Nc2nc(C(=O)N(C)Cc3ccccc3)cs2)cc1
-6.5,-5.1,c1ccc2[nH]c(CNc3ccnc(N4CCC(N5CCOCC5)CC4)n3)nc2c1
0.4,9.0,CC(=O)Nc1ccc(NC(=O)c2cccc(-c3c(C)noc3C)n2)cc1
0.9,-6.0,c1ccc(CNc2nc(Nc3cccnc3)nc3c2ncn3C2CCCCC2)cc1
-7.4,-10.2,O=C(NCCc1ccc(O)cc1)c1ccc(-c2ccc(N3CCOCC3)nc2)s1
33.4,5.6,c1ccc(CN2CCC(Nc3nc(N4CCN(Cc5ccc6c(c5)OCO6)CC4)nc4c3ncn4-c3ccsc3)CC2)cc1

# Other records follow.
ASK1 inh,ULK1 primary,canonical_smiles
-0.3,-12.3,Nc1cccc(-c2cccc(C(=O)NCc3cccc(C(F)(F)F)c3)c2)c1
/,9.2,COCCNc1cc(=O)n(C)c(=O)n1Cc1cccc(C(F)(F)F)c1
5.5,3.2,NC(=O)c1cccc(Nc2ccc3ncccc3c2)c1
/,9.2,Cc1cc(C(C#N)c2ccc(Cl)cc2)c(Cl)cc1NC(=O)c1cc(I)cc(I)c1O (centres undefined)
6.0,-24.3,O=C(NCCN1CCOCC1)c1cnc(N2CCOCC2)s1
-9.4,5.9,O=C1CCCN1CCn1cnc2c(NCc3nc4ccccc4[nH]3)nc(Nc3ccncn3)nc21
-14.8,-10.2,c1ccc(-n2cnc3c(NCc4nc5ccccc5[nH]4)nc(-c4ccc(N5CCOCC5)nc4)nc32)cc1
-0.1,13.2,CN1CCN(C(=O)c2ccc(-c3nc4ncnc(NC5CCN(Cc6ccccc6)CC5)c4[nH]3)cc2)CC1

# Additional entries
ASK1 inh,ULK1 primary,canonical_smiles
-17.6,-7.8,Cc1nn(C)c(C)c1-c1cncc(C(=O)NCc2cccc(C(F)(F)F)c2)c1
-1.5,10.9,c1cc2cc(NC3CCNCC3)ccc2cn1
-7.3,3.6,O=C(NC1CCN(Cc2ccccc2)CC1)c1ccnc(Nc2ccccc2)c1
4.2,-13.4,N[C@H](Cc1ccc(Cl)c(Cl)c1)c1nc2ccc(-c3ccncc3)cc2[nH]1
/,3.6,CCn1c(C)[n+](CCOC(C)=O)c2cc(Cl)c(Cl)cc21
-16.5,-0.9,Nc1cc(Nc2nccc3ccccc23)ncn1
0.6,-5.3,Nc1nc(-c2ccccc2)nc2c1ncn2CCN1CCCC1=O
7.3,-0.1,CCN(CC)c1nc(Nc2ccccc2)nc(Nc2nccc3ccccc23)n1

# A second format for 20 compounds above:
# Below each SMILES: ASK1 inh, ULK1 primary
CCN(CC)C(=O)C1CCCN(c2nc(Nc3ccc(NC(C)=O)cc3)nc(N(CC)CC)n2)C1 (centres undefined)
  -3.5, -1.4
Cc1ccc(Nc2nc(C(=O)N(C)Cc3ccccc3)cs2)cc1
  /, -11.9
c1ccc2[nH]c(CNc3ccnc(N4CCC(N5CCOCC5)CC4)n3)nc2c1
  -6.5, -5.1
CC(=O)Nc1ccc(NC(=O)c2cccc(-c3c(C)noc3C)n2)cc1
  0.4, 9.0
c1ccc(CNc2nc(Nc3cccnc3)nc3c2ncn3C2CCCCC2)cc1
  0.9, -6.0
O=C(NCCc1ccc(O)cc1)c1ccc(-c2ccc(N3CCOCC3)nc2)s1
  -7.4, -10.2
c1ccc(CN2CCC(Nc3nc(N4CCN(Cc5ccc6c(c5)OCO6)CC4)nc4c3ncn4-c3ccsc3)CC2)cc1
  33.4, 5.6
Nc1cccc(-c2cccc(C(=O)NCc3cccc(C(F)(F)F)c3)c2)c1
  -0.3, -12.3
COCCNc1cc(=O)n(C)c(=O)n1Cc1cccc(C(F)(F)F)c1
  /, 9.2
NC(=O)c1cccc(Nc2ccc3ncccc3c2)c1
  5.5, 3.2
Cc1cc(C(C#N)c2ccc(Cl)cc2)c(Cl)cc1NC(=O)c1cc(I)cc(I)c1O (centres undefined)
  /, 9.2
O=C(NCCN1CCOCC1)c1cnc(N2CCOCC2)s1
  6.0, -24.3
O=C1CCCN1CCn1cnc2c(NCc3nc4ccccc4[nH]3)nc(Nc3ccncn3)nc21
  -9.4, 5.9
c1ccc(-n2cnc3c(NCc4nc5ccccc5[nH]4)nc(-c4ccc(N5CCOCC5)nc4)nc32)cc1
  -14.8, -10.2
CN1CCN(C(=O)c2ccc(-c3nc4ncnc(NC5CCN(Cc6ccccc6)CC5)c4[nH]3)cc2)CC1
  -0.1, 13.2
Cc1nn(C)c(C)c1-c1cncc(C(=O)NCc2cccc(C(F)(F)F)c2)c1
  -17.6, -7.8
c1cc2cc(NC3CCNCC3)ccc2cn1
  -1.5, 10.9
O=C(NC1CCN(Cc2ccccc2)CC1)c1ccnc(Nc2ccccc2)c1
  -7.3, 3.6
N[C@H](Cc1ccc(Cl)c(Cl)c1)c1nc2ccc(-c3ccncc3)cc2[nH]1
  4.2, -13.4
CCn1c(C)[n+](CCOC(C)=O)c2cc(Cl)c(Cl)cc21
  /, 3.6

# The listing continues:
ASK1 inh,ULK1 primary,canonical_smiles
17.1,-7.1,COc1cc(NC(=O)c2csc(-c3cccc(C(C)=O)c3)n2)cc(OC)c1OC
/,6.4,COCCn1c(C)cc(O)c(C(c2ccc(Cl)cc2)N2CCN(c3ccc(F)cc3)CC2)c1=O (centres undefined)
6.6,0.4,CC(=O)Nc1ccc(NC(=O)c2ccc3nc(Nc4ccc(-n5ccnc5)cc4)sc3c2)cc1
3.0,-4.4,COc1ccc(-c2nc(C)cc(NCCc3ccc(O)cc3)n2)cn1
7.7,17.7,CC(C)N(CCNC(=O)c1ccc2nc(-c3ccc(C(N)=O)cc3)sc2c1)C(C)C
-2.6,-21.7,O=C(NCCCN1CCOCC1)c1cc(-n2ncc3cc(Nc4c(Cl)cccc4Cl)ccc32)ccc1Cl
-1.9,2.6,O=C(Nc1ccccc1)c1cncc(-c2ccccc2)c1
-5.1,10.1,c1ccc(-n2cnc3c(NCc4cccnc4)nc(-c4csc5ccccc45)nc32)cc1

# Remaining list, next part.
ASK1 inh,ULK1 primary,canonical_smiles
23.2,-0.7,FC(F)(F)c1ccc(Cn2cnc3c(NC4CCN(Cc5ccccc5)CC4)nc(Nc4ccc5ncccc5c4)nc32)cc1
/,5.5,CCN(CC)C(=O)C1CCC(C)(C(=O)O)C1(C)C (centres undefined)
9.7,6.4,CC(=O)Nc1ccc(Nc2nc(Nc3ccc(N4CCOCC4)cc3)nc3c2ncn3CCN2CCCC2=O)cc1
-0.7,-4.2,CCNc1nc(NCCc2ccc(O)cc2)c2ncn(CCN3CCCC3=O)c2n1
-11.4,18.5,c1ccc(-n2cnc3c(NCc4cccnc4)nc(Nc4nccc5ccccc45)nc32)cc1
4.6,-12.6,Nc1cccc(-c2cccc(C(=O)NCCc3ccc(O)cc3)c2)c1
17.1,5.0,CC(C)n1c(-c2ccccc2)nc2c(Nc3ccccc3)ncnc21
/,24.6,CC(C)C[C@H]1C(=O)N2CCC[C@H]2[C@]2(O)O[C@](NC(=O)[C@@H]3C=C4c5cccc6[nH]c(Br)c(c56)C[C@H]4N(C)C3)(C(C)C)C(=O)N12

# Next section.
ASK1 inh,ULK1 primary,canonical_smiles
-2.9,40.0,Cc1ccc(-c2cccc3cnc(Nc4ccc5c(c4)OCO5)nc23)cn1
28.9,14.3,COc1ccc(CCNc2nc(N3CCc4ccccc4C3)nc3c2ncn3-c2ccsc2)cc1
10.8,-0.6,C#CCN1CCN(c2c(Cl)cccc2NC(=O)c2ccc(Br)o2)CC1C (centres undefined)
-1.8,9.1,COc1cc(Nc2ccc(N3CCC(C(=O)NCCOc4ccccc4)CC3)nn2)cc(OC)c1OC
7.3&-6.0,0.4&4.7,O=C1CCCN1CCCNc1cc(Nc2ccccc2)ncn1
-2.2,14.0,CC(C)n1cnc2c(NC3CCN(Cc4ccccc4)CC3)nc(Nc3nccc4ccccc34)nc21
-12.8,-10.9,CN(C(=O)C1COc2ccccc2O1)c1ccc(-c2cn[nH]c2)cc1 (centres undefined)
-4.1,9.4,O=C(NCc1ccccc1)c1cccc(-c2csc3ccccc23)c1

# More structures:
ASK1 inh,ULK1 primary,canonical_smiles
7.7,-8.3,COc1cc(Nc2nc(NCCN3CCOCC3)c3ncn(CCN4CCCC4=O)c3n2)cc(OC)c1OC
6.8,-34.3,O=C1CCCN1CCCNc1nc(N2CCc3ccccc3C2)nc2c1ncn2Cc1ccc(C(F)(F)F)cc1
-7.3,-2.0,CCN(Cc1cccc(OC)c1)C(=O)Nc1ccc(-c2cn[nH]c2)cc1OCCN1CCOCC1
5.6,-2.9,Cc1cc(N)nc(-c2ccc(C(N)=O)cc2)n1
-7.2,1.6,COc1ccc(-c2nc(Nc3ccc(NC(C)=O)cc3)c3ncn(-c4ccccc4)c3n2)cn1
-4.3,-15.1,COCCN(Cc1cccc(OC)c1)C(=O)c1cc2ccc(-c3cn[nH]c3)nc2[nH]1
-12.7,3.4,c1cc(NCCN2CCOCC2)nc(Nc2ccc(N3CCOCC3)cc2)n1
4.7,1.3,CC(=O)Nc1ccc(NC(=O)c2ccnc(N3CCN(Cc4ccc5c(c4)OCO5)CC3)c2)cc1

# (more compounds)
ASK1 inh,ULK1 primary,canonical_smiles
/,-8.7,COCCNC(NC(=O)c1ccco1)C(Cl)(Cl)Cl (centres undefined)
-12.0,-4.7,COc1ccc(-c2nc(NCCN(C(C)C)C(C)C)c3ncn(C(C)C)c3n2)cc1
7.4,23.5,CCCNc1cc(C)nc(Nc2ccccn2)n1
-12.8,-9.7,CN1CCN(c2ccc(-c3cc(C(=O)NCCO)ccn3)cc2)CC1
/,-7.5,COc1ccc(N(CC(=O)NC(C)C)S(=O)(=O)c2ccc(OC)c(OC)c2)cc1
7.4,13.1,CC(C)n1c(Nc2cnccn2)nc2c(NCc3ccccc3)ncnc21
-13.0,-2.1,Cc1cnc(-c2c(C)nn(C)c2C)nc1Nc1ccc(N2CCOCC2)cc1
/,1.1,CC(C)CN1C(=O)C(C)(C)COc2ccc(NC(=O)C(C)C)cc21

# Brought forward from above: 4 compounds; new compounds follow.
ASK1 inh,ULK1 primary,canonical_smiles
/,-7.5,COc1ccc(N(CC(=O)NC(C)C)S(=O)(=O)c2ccc(OC)c(OC)c2)cc1
7.4,13.1,CC(C)n1c(Nc2cnccn2)nc2c(NCc3ccccc3)ncnc21
-13.0,-2.1,Cc1cnc(-c2c(C)nn(C)c2C)nc1Nc1ccc(N2CCOCC2)cc1
/,1.1,CC(C)CN1C(=O)C(C)(C)COc2ccc(NC(=O)C(C)C)cc21
-3.9,-3.6,c1ccc(Nc2cc(Nc3cnccn3)ncn2)cc1
15.6,-6.7,CCN(CC)c1nc(Nc2ccc(N3CCOCC3)cc2)nc(Nc2ccc(C(F)(F)F)cc2)n1
-2.3,1.4,CCCNc1cc(Nc2cc(OC)c(OC)c(OC)c2)ncn1
-6.3,10.3,O=C(NCc1nc2ccccc2[nH]1)c1cccc(Nc2ncccn2)n1
-17.2,-10.6,O=C(Nc1ccc2cnccc2c1)c1ccc(SCC(O)c2ccc(Br)cc2)cc1 (centres undefined)
0.9,-22.3,CC(C)c1nc2ccc(-c3cnn(-c4ccc(CN5CCOCC5)cc4)c3)cc2c(=O)[nH]1
0.1,-24.7,N#Cc1ccc(NCc2cccc(-n3cc(NC(=O)Nc4ccccc4Cl)cn3)c2)cc1
-0.7,0.5,COc1ccc(-c2nc3ncnc(NCCN4CCOCC4)c3[nH]2)cc1
-18.1,-22.6,O=C(NCCCN1CCOCC1)c1ccc(-n2ncc3cc(Nc4ccccc4Cl)ccc32)cc1F
-13.5,13.3,O=C1CCCN1CCCNc1ncnc2nc(Nc3ccccn3)[nH]c12
